D1 ag = Allosteric Agonists of the Human D1 Dopamine Receptor: qHTS; D(1A) dopamine receptor (Homo sapiens), P21728; HEK293 T-REx D1 cells, calcium flux, agonist mode; activation, % at 2 µM; 360,000 compounds, 1% hits; AID 504660, 2011; in the data active = activation above about 30%; also: 0% is about no effect
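Tetracycline-induced HEK293 TREx D1 cells, force-coupled to calcium signalling, were dye-loaded with a no-wash calcium kit. Compound was pin-added after a 10 s baseline. Fluorescence was read kinetically at 1 cycle/s for 180 s, with calcium rises flagged as agonism.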
D2 PAM = HTS Assay for Positive Allosteric Modulators of the Human D2 Dopamine Receptor: Primary Screen for Potentiators | 340,000 compounds, 0.34% hits | D(2) dopamine receptor (Homo sapiens), P14416 | HEK293 T-REx D2, calcium flux, EC20 dopamine potentiation | potentiation, % at 10 µM;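 active = potentiation over 3 SD above the plate norm, cut at about 30% in these data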; also: 0% is about no effect
Target sequence (P14416 whole entry, looked up): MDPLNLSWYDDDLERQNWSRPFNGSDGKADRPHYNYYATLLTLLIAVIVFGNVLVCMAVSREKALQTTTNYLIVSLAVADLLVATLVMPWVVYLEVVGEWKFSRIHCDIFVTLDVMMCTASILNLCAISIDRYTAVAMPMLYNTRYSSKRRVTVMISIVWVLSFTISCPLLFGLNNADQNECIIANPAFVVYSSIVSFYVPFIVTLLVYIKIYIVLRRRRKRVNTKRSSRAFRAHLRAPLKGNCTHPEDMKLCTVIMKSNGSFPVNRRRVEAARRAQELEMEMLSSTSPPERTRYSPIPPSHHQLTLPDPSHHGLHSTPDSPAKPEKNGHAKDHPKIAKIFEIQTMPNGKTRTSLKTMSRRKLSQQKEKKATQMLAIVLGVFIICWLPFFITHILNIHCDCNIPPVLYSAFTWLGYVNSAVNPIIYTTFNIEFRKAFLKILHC
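Calcium flux readout, no-wash dye, 1 read/s. Inducible HEK293 Trex D2 line, overnight 30 C. Compound alone 180 s (agonist flags), then EC20 dopamine, another 180 s to score potentiation.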
D1 potentiator = Potentiators of Human D1 Dopamine Receptor: qHTS. D(1A) dopamine receptor (Homo sapiens), P21728. HEK293 TREx D1 cells, calcium flux, dopamine EC20 potentiation. potentiation, % at 10 µM. 360,000 compounds, 0.036% hits; in the data active = potentiation above about 30%; also: 0% is about no effect
Vif-APOBEC3G blk = qHTS for Inhibitors of Vif-A3G Interactions: qHTS. HeLa A3G-eYFP + Vif (tagged APOBEC3G with the HIV-1 protein that degrades it), YFP fluorescence, overnight. 410,000 compounds, 0.076% hits. DNA dC->dU-editing enzyme APOBEC-3G (Homo sapiens), Q9HC16. Potency, µM (series often up to 46.1 µM), for the others: at the top dose activity, negative = active, most hits filed as inhibitors;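 also: potency is read from the fitted curve at half-maximal effect; % is scaled to controls: 0 for no effect and ±100 for the full control effect; nearly all actives have a fitted effect of over 60% in size; hits raise eYFP signal because A3G escapes Vif-driven loss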
Target sequence (Q9HC16 whole entry, looked up): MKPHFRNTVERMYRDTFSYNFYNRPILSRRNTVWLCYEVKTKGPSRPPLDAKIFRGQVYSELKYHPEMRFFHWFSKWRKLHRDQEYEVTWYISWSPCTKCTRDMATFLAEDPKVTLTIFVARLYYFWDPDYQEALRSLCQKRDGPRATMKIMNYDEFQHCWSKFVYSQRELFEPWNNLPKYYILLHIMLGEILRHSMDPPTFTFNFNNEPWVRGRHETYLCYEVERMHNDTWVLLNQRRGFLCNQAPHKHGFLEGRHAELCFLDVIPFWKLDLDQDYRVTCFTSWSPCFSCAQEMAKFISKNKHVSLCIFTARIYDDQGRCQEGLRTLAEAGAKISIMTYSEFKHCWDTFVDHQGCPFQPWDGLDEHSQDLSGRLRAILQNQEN
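HeLa cells stably expressing Vif and C-terminally eYFP-tagged A3G, seeded overnight at 37 deg C, then exposed to compound by pintool overnight at 37 deg C. Rise in yellow fluorescence (Ex 488/Em 500-530, Acumen) marks blocked Vif-driven A3G degradation.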
Vif-A3F inh = qHTS for Inhibitors of Vif-A3F Interactions: qHTS. HeLa A3F-eYFP + Vif (tagged APOBEC3F with the HIV-1 protein that degrades it), YFP fluorescence increase. Potency, µM (titrated, usually from 46.1 µM), for inactives: at the highest dose activity, negative = active. 390,000 compounds, 0.2% hits; also: potency is read from the fitted curve at half-maximal effect; % of control where 0% means no effect; nearly all actives have a fitted effect of over 65% in size
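HeLa cells stably expressing A3F-eYFP plus Vif, plated and incubated overnight at 37 deg C, then exposed to compounds overnight at 37 deg C. Blocked degradation read as raised yellow fluorescence (Ex 488/Em 500-530).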
RXFP1 antagonist = qHTS Assay for Antagonists of the Relaxin Receptor RXFP1; HEK293-RXFP1, relaxin-stimulated cAMP HTRF, 30 min; stronger effect = lower value; activity change, negative = inhibition, % at 57.5 µM; 350,000 compounds, 0.59% hits; AID 1259400, 2018;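 active = activity change of -60% or lower, but not beyond a set lower limit; inconclusive = change between -60% and -40%, or beyond the set limit; inactive = change above -40%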; also: % is scaled to controls: 0 for no effect and ±100 for the full control effect
RXFP1 ag = qHTS Assay for Agonists of the Relaxin Receptor RXFP1 | HEK293T-RXFP1 cAMP TR-FRET, 30 min; response scale: percent of porcine relaxin response, buffer zero | Potency, µM (highest dose often 57.5 µM), for inactives: top-dose activation, actives largely listed as activators | 370,000 compounds, 0.3% hits | AID 2676, 2010; also: potency is read from the fitted curve at half-maximal effect; % is scaled to controls: 0 for no effect and ±100 for the full control effect; nearly all actives have a fitted effect of over 60% in size; many of its hits are not listed in these tables
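HEK293T cells stably expressing RXFP1 were pretreated with the PDE4 inhibitor Ro 20174, exposed to compounds for 30 min at 37C, lysed, and cAMP was read by TR-FRET. Data normalized to buffer (basal) and 29 nM porcine relaxin (100%).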
Glioma ERSR ind = qHTS for Inducers of the Endoplasmic Reticulum Stress Response (ERSR) in Human Glioma: qHTS | U87-MG GRP78 promoter luciferase reporter, 16 h | Potency, µM, for inactives: top-dose activation, actives largely listed as activators | 420,000 compounds, 0.02% hits; also: potency is read from the fitted curve at half-maximal effect; series mostly up to about 76 µM; % of control where 0% means no effect; nearly all actives have a fitted effect of over 35% in size
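Stably transfected U87-MG glioma cells carrying a GRP78-based luciferase sensor; 16 h compound incubation. Luminescence end-point read 10 min after Bright-Glo addition at room temperature.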
D1 antagonist = Antagonist of Human D 1 Dopamine Receptor: qHTS; 360,000 compounds, 3.2% hits; HEK293 TREx D1 cells, calcium flux, dopamine EC80; stronger effect = lower value; activity change, negative = inhibition, % at 10 µM; D(1A) dopamine receptor (Homo sapiens), P21728; in the data active = activity change below about -30%; also: % is scaled to controls: 0 for no effect and ±100 for the full control effect
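Compound effects on dopamine-evoked calcium signalling were measured in tetracycline-induced HEK293 Trex D1 cells. Dopamine at EC80 followed a 180 s compound pre-read, and fluorescence was tracked kinetically for 180 s more.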
An asterisk follows results filed as active; ? = inconclusive; / = no result given; & = joins results of further samples. Unless noted, calls follow the shape of the dose curve; as a rule, active = well fitted curve in the direction sought with a large enough effect; inconclusive = small, poorly fitted or top-dose-only effect, or another doubt; inactive = no such curve, though single readings can be large; an effect the other way counts as inactive or inconclusive. These rows are one share of the data. The share of hits here may be higher or lower than overall.

SMILES	D1 ag	D2 PAM	D1 potentiator	Vif-APOBEC3G blk	Vif-A3F inh	RXFP1 antagonist	RXFP1 ag	Glioma ERSR ind	D1 antagonist
O=C(NCc1ccco1)C(c1cccs1)N(Cc1ccccc1)C(=O)Cn1nnc2ccccc21 (stereo not given)	5	19	2	-6%	1%	-4	2.6%	-2%	3
Oc1c(Cl)cc(Cl)cc1/C=N/c1nc(-c2ccc(Cl)cc2)cs1	1	-13	0	-5%	-1%	-14	1.9%	-5%	20
Cc1cc(C)c(NS(=O)(=O)c2cc(-c3cnc(C4CC4)o3)ccc2C)c(C)c1	6	9	-1	/	/	-10	-2.5%	/	-6
COc1ccc2nc(SCC(=O)NC(C)C)[nH]c2c1	5	0	8	4%	-13%	5	-0.3%	1%	11
C/C(=N\Nc1cc(C)nc(-c2ccccc2O)n1)c1ccccc1	3	-6	20	-5%	-1%	-6	-0.6%	3%	2
COC(=O)c1c(NC(=O)c2nc3ccccc3s2)sc2c1CC(C)(C)NC2(C)C	3	1	-5	5%	-18%	/	3.4%	-1%	-18
C/C(CC1(O)C(=O)Nc2ccccc21)=N\O (stereo not given)	5	4	-10	1%	-3%	-5	1.5%	-1%	14
COCCN(C(=O)CSc1nc2ccccc2c(=O)n1C(C)COC)c1c(N)n(Cc2ccccc2)c(=O)[nH]c1=O (stereo not given)	3	-2	-4	2%	-9%	-13	1.9%	-1%	41
COc1ccc([C@H]2CC(=O)C=C(c3cccc(F)c3OC)C2)cc1	2	-5	-3	-13%	3%	/	0.6%	-3%	-2
CCOc1cc(/C=N/NC(=O)c2ccccc2OCc2ccc(F)cc2)ccc1O	2	/	-2	-20%	4%	5	-2.6%	-2%	-22
CC(C)c1ccc(C2=NN(c3ccccc3)C(=O)CC2)cc1	2	-9	10	-9%	?	-37	0.4%	2%	-4
O=C(OCC(=O)c1ccc[nH]1)c1ccc(S(=O)(=O)N2CCCCCC2)cc1	2	9	1	0%	-7%	-8	0.3%	-2%	-6
CCSc1nsc(NC(=O)Nc2cccc(OC)c2)n1	24	-2	-4	0%	15%	0	-0.1%	-1%	-29
CC(=O)N1N=C(c2ccncc2)OC12CCCC2	0	0	-3	-1%	-7%	-9	1.2%	0%	28
Fc1cccc(-n2ncc3c2ncn2nc(-c4ccccc4Cl)nc32)c1	-1	/	3	/	/	14	?	/	-8
CCOc1ccc(C2C(C(=O)Nc3ccc(OC)cc3)=C(C)Nc3nc(SCc4ccc(Cl)cc4)nn32)cc1 (stereo not given)	7	2	-4	5%	1%	/	1.6%	-1%	18
N#Cc1c(N)n(CCCN2CCOCC2)c2nc3ccccc3nc12	1	-5	-5	0%	1%	2	9.8%	-6%	5
Cc1ccc(NS(=O)(=O)c2ccc(OCC(N)=O)cc2)cc1	-2	7	-4	0%	-1%	8	-0.5%	-2%	/
CN=C1S/C(=C/c2cn(CC(=O)OC)c3ccccc23)C(=O)N1C	3	/	-2	-20%	-10%	-3	-0.7%	-3%	-2
COc1ccc(CCNC(=O)c2nnn(-c3cccc(C)c3)c2N)cc1OC	-2	5	-3	1%	-12%	-1	-0.2%	-1%	/
Cc1c(=O)n(OCc2cccc(F)c2)c2ccccc2[n+]1[O-]	-1	-18	-2	?	?	-8	0.9%	0%	-9
CCOC(=O)N1CCC(N2Cc3cccc(C(=O)NCc4ccc5c(c4)OCO5)c3C2=O)CC1	1	5	-2	0%	4%	-6	0.7%	-4%	-5
O=C1c2ccccc2C(=O)C12OC(c1ccccc1)C1(C(=O)c3ccccc3C1=O)C2c1cccc([N+](=O)[O-])c1 (stereo not given)	-1	5	-5	/	/	/	3.0%	/	10
CCOc1ccc(N2C(=O)C3C4C=CC([C@H]5CC45)[C@@H]3C2=O)cc1 (stereo not given in full)	0	-3	-12	5%	0%	-2	-1.8%	6%	-15
CCN1/C(=C/c2cc[n+](CCCS(=O)(=O)[O-])c3ccccc23)Sc2ccccc21	0	-4	6	?	?	-11	17%	-2%	2
CCCCNC(=O)CC(C(=O)N1CCc2ccccc21)n1ccnc1 (stereo not given)	1	-3	-2	1%	0%	3	0.0%	-3%	2
COCc1cc(C)nc(SCc2ccccc2)c1C#N	0	1	-7	-1%	0%	5	-0.2%	0%	2
CN(C(=O)C1=CC(c2ccc3c(c2)OCO3)=NS(=O)(=O)N1C)c1ccccc1	4	0	-2	3%	3%	-2	3.4%	-4%	-19
CCN(Cc1cccs1)C(=O)CN1C(=O)NC(c2ccccc2)(c2ccccc2)C1=O	1	0	0	-1%	12%	9	0.0%	-3%	-3
CC1CCN(CC(O)Cn2c3ccccc3c3ccccc32)CC1 (stereo not given)	5	-17	-5	0%	-4%	-15	3.4%	-4%	-24
CSc1ccccc1NC(=O)CN(C)C(=O)COc1ncnc2ccccc12	/	/	/	-1%	-15%	-8	/	-4%	/
Cc1nn(Cc2ccccc2)c(C)c1CNC(=O)[C@H](C)N=C1NS(=O)(=O)c2ccccc21	4	/	-4	-24%	-3%	-9	-0.1%	-4%	0
COc1ccc(C=C2CCC3C(CCCC34OCCO4)C2=O)cc1 (stereo not given)	/	/	/	-8%	-2%	-1	/	-6%	/
Cc1cc(N2C(=O)c3ccc(C(=O)Nc4ccc(O)cc4C(=O)O)cc3C2=O)no1	12	8	-1	0%	4%	5	0.7%	4%	-35*
CN(C)CCCN(C(=O)c1ccco1)c1nc2ccc(Cl)cc2s1	12	-9	-3	8%	0%	-33	5.8%	2%	-23
Cc1ccc(/C=C/C(=O)O)cc1S(=O)(=O)N1CCc2ccccc2C1	0	1	-1	0%	-1%	7	3.0%	2%	-11
COc1ccc(OC)c2c1CCC2=O	0	19	-8	-2%	/	-1	5.8%	-5%	-65*
CN(C)/C=N/c1ncc(C(=O)c2ccc(-c3ccccc3)cc2)s1	10	-3	-3	1%	8%	-17	7.6%	5%	0
CC(=O)Nc1ccc(S(=O)(=O)NCc2ccc(C)n2C)cc1	7	13	0	1%	2%	-5	0.7%	-7%	-5
O=C1C2C3CCC(CC3)C2C(=O)N1c1ccccc1 (stereo not given)	6	3	0	2%	-9%	-3	-1.4%	-4%	-8
O=C(CSc1cc(Cl)ccc1Cl)NCCN1C(=O)CSC1=O	/	/	/	0%	0%	3	/	-7%	/
Cc1ccccc1CSc1nc(-c2cccc(F)c2)nc2c1Cc1c(CO)cnc(C)c1O2	1	-3	-1	1%	1%	-15	1.2%	0%	-15
COc1ccccc1C(=O)NCCC(=O)NCC1COc2ccccc2O1 (stereo not given)	0	-5	-3	-5%	-1%	0	-1.1%	-2%	10
O=C(c1cc2cc(F)ccc2[nH]1)N(Cc1cccnc1)CC1CCCN(C2CCCCC2)C1 (stereo not given)	0	-14	-2	1%	-2%	-34	1.0%	-2%	-2
O=C(Cn1c(=O)oc2cc(S(=O)(=O)N3CCCCC3)ccc21)Nc1cccc(Cl)c1	0	-16	-4	-13%	-11%	/	-0.1%	2%	-14
COC(=O)C1=C(C)N(CC2CC2)C(=NCCN2CCOCC2)N[C@H]1c1ccccc1	3&0	-11	-2&-2	-2%	-6%	/	0.9%&-0.7%	-3%	9&-3
CC(C)(C)Nc1nc(OCC(F)(F)F)nc(OCC(F)(F)F)n1	-3	13	-2	0%	-5%	-7	-0.2%	7%	26
COc1cccc(OC)c1C(=O)OCC(=O)N1CCC(Cc2ccccc2)CC1	/	/	/	1%	5%	-3	/	-1%	/
COC(=O)c1cc(S(=O)(=O)NCc2ccccc2Cl)c[nH]1	2	-1	-7	2%	-10%	/	-1.6%	2%	-14
CCCNC(=O)COCc1cc(-c2ccc(F)cc2)on1	4	10	-6	1%	2%	-2	-0.6%	0%	2
Cc1cc(NC(=O)NC(C)(C(F)(F)F)C(F)(F)F)no1	2	7	-2	-1%	-8%	-2	0.4%	-3%	5
COc1ccc2ccc(=O)oc2c1CC=C(C)C	0	-2	-9	-4%	-8%	/	6.2%	-3%&-1%	-26
CC(=O)Nc1ccc(-c2cn3cccnc3n2)cc1	2	-8	-5	3%	-2%	36	13%	1%	-7
O=C(CN1CCN(C(=O)c2ccco2)CC1)Nc1cc(Cl)ccc1Cl	13	3	-9	0%	-13%	3	4.1%	-3%	-1
CCn1c(N)c(C(=O)COC(=O)CCc2nc3ccccc3c(=O)[nH]2)c(=O)[nH]c1=O	4	7	/	-10%	0%	2	4.8%	-7%	19
O=C(NOCc1ccccc1)c1ccc([N+](=O)[O-])cc1	1	-9	-3	0%	-7%	5	-0.3%	-6%	0
Cc1ccc(SCc2cc(=O)[nH]c(N3CCN(Cc4ccccc4)CC3)n2)cc1	0	/	1	-6%	-4%	-4	1.0%	-5%	-2
CCCCC(CC)CNC(=O)/C=C/c1ccc(F)cc1 (stereo not given)	13	8	-9	/	/	/	1.8%	/	-17
COc1cccc(CN2C(=O)CN(C3CCCCC3)C(=O)C2c2ccc(OC(C)C)c(OC)c2)c1 (stereo not given)	-3	15	-1	-2%	-1%	13	0.4%	-1%	-4

Entries of single compounds from above. Order of screens: D1 ag	D2 PAM	D1 potentiator	Vif-APOBEC3G blk	Vif-A3F inh	RXFP1 antagonist	RXFP1 ag	Glioma ERSR ind	D1 antagonist
Shown for CCSc1nsc(NC(=O)Nc2cccc(OC)c2)n1 → 24	-2	-4	0%	15%	0	-0.1%	-1%	-29
Shown for Oc1c(Cl)cc(Cl)cc1/C=N/c1nc(-c2ccc(Cl)cc2)cs1 → 1	-13	0	-5%	-1%	-14	1.9%	-5%	20
